Screening results as filed in PubChem.
SARS 3CLpro inh: SARS-CoV 3CLpro protease inhibition; 290,000 compounds, 0.14% hits; P0C6X7; AID 1706; recombinant SARS-CoV 3CLpro, quenched FRET peptide cleavage; inhibition, % at 6 µM; in the data active = inhibition above about 12%
PriA SSB inh: blocks PriA binding to SSB C-terminal tail; AlphaScreen SSBct-PriA binding, biotinylated peptide; inhibition, % at 33 µM; 430,000 compounds, 0.6% hits; AID 1272365; in the data active = inhibition mostly above about 37%, no sharp cut-off; inactive = mostly below about 20%;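 also: plate controls were negative control peptide for no effect and reference peptide for full effect; strong numbers were not always called active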
TcdB inh: inhibitors of Clostridioides difficile toxin B glycohydrolase; P18177; TcdB glycohydrolase enzymatic assay, plate reader; inhibition, % at 9.99 µM; 350,000 compounds, 0.24% hits; AID 652162; in the data active = inhibition above about 10%
Target sequence (P18177 whole entry, looked up): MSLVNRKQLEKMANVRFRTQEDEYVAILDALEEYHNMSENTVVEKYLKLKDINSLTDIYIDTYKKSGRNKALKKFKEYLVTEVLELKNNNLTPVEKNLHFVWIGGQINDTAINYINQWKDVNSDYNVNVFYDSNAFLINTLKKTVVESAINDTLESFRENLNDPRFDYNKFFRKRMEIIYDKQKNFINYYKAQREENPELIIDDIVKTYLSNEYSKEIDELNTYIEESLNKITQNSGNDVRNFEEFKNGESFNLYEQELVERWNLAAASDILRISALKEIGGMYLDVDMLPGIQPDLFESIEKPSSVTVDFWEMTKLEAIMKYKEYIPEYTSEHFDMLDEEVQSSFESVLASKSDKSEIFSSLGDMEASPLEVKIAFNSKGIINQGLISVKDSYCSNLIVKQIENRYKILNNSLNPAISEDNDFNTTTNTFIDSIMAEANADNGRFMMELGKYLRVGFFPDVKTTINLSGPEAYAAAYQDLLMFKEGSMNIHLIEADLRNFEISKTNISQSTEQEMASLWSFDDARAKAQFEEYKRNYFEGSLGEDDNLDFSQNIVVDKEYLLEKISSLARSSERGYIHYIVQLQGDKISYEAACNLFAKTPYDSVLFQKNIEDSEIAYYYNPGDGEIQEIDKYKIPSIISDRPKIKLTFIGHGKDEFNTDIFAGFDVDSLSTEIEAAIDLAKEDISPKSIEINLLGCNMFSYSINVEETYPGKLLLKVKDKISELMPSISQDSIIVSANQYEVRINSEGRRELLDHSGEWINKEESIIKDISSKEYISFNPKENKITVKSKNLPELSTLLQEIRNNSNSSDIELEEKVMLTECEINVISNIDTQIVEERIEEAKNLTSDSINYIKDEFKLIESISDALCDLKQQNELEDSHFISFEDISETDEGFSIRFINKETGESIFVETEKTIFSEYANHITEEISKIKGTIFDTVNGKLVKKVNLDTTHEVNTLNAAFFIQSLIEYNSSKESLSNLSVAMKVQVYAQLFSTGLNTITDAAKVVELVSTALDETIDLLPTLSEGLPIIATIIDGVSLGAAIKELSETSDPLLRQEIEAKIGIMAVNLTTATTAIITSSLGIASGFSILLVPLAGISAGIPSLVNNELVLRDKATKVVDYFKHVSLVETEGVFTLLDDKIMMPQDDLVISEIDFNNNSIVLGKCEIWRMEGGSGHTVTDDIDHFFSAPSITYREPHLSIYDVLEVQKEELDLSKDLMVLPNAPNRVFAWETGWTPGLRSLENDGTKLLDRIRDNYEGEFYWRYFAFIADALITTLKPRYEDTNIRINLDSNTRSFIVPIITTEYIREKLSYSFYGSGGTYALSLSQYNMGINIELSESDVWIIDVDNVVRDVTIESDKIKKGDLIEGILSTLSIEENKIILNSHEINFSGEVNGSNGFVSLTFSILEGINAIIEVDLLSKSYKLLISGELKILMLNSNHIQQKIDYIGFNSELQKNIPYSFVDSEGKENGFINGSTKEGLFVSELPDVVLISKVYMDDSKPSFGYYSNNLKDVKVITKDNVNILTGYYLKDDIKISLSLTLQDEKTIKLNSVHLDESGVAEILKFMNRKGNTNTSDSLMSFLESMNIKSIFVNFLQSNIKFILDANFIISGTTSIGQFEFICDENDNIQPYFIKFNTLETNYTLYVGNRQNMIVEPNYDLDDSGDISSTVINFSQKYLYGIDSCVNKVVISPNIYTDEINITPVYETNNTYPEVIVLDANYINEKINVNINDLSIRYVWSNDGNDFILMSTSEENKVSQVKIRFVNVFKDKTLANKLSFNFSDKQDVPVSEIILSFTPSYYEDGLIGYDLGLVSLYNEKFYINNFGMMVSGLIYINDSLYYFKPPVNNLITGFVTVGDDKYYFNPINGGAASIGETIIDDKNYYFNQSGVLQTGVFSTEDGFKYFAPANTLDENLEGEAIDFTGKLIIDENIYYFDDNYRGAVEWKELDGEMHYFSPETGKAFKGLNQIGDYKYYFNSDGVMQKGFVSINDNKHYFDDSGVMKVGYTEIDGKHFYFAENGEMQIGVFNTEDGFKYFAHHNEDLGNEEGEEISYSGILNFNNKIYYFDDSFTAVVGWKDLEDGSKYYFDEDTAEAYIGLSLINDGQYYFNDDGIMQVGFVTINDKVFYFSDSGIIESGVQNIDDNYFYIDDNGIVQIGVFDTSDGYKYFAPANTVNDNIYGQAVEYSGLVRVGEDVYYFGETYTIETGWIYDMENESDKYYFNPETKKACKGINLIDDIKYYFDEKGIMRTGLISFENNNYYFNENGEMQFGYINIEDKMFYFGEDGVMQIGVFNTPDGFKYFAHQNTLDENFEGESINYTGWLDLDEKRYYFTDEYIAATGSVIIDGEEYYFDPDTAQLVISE
PrPC TRFRET: inhibitors of human cell surface prion protein PrPC; 370,000 compounds, 0.43% hits; inhibition, % at 13.8 µM; TR-FRET read-out; in the data active = inhibition above about 24%; also: 0% = median of the test wells and 100% = reference compound wells
BH1578 lux ind: induces V. cholerae light production without autoinducers; V. cholerae BH1578 lux reporter, luminescence, 6 h; activation, % at 18.7 µM; 350,000 compounds, 0.16% hits; AID 588436; in the data active = activation mostly above about 9.7%, no sharp cut-off; inconclusive = no clear call, values can overlap the other calls; inactive = mostly below about 3.7%; also: not every result past the cut was called active; inactives centre near 0; reference of the scale not given here
Y pestis TopoI: blocks Yersinia pestis topoisomerase I activity | Y. pestis Topo-I cleavage product accumulation, plate reader | activity, % at 10 µM | 360,000 compounds, 0.064% hits | AID 504884; in the data active = activity above about 50%, passing the limit was not always enough; inconclusive = no clear call, values can overlap the other calls; also: inactives centre near 2
PfHsp40 rescue: restores yeast growth despite PfHsp40 toxicity. growth rescue, % at 12.5 µM. 340,000 compounds, 0.68% hits. S. cerevisiae expressing PfHsp40, growth rescue, ATP luminescence; in the data active = growth rescue above about 28%, passing the limit was not always enough; inconclusive = no clear call, values can overlap the other calls;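 also: yeast W303a lacking pdr1 and pdr3 grown in galactose medium; growth measured after three days at 30 °C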
BoNT-A LC inh2: BoNT A light chain protease inhibition | multiplex microsphere protease substrate cleavage, flow cytometry | inhibition, % at 10 µM | 360,000 compounds, 0.17% hits; also: plate controls were buffer without enzyme for full effect and enzyme alone for no effect
Anthrax LF prot: blocks Bacillus anthracis lethal factor protease. P15917. multiplex microsphere protease cleavage assay, LF. inhibition, % at 10 µM. 360,000 compounds, 0.12% hits. AID 588501; also: plate controls were buffer without enzyme for full effect and enzyme alone for no effect
* hit, by the source's call; i = inactive; ? = inconclusive; nt = no result given; & = joins results of further samples. Rule as the data show it, unless noted: active = inhibition above about 30%; inconclusive = no clear call, values can overlap the other calls; inactive = below that.

SMILES	SARS 3CLpro inh	PriA SSB inh	TcdB inh	PrPC TRFRET	BH1578 lux ind	Y pestis TopoI	PfHsp40 rescue	BoNT-A LC inh2	Anthrax LF prot
CCOC(=O)c1ccc(S(=O)(=O)N2CCN(c3ccccn3)CC2)cc1	1	2	0.2	-10	-0.4	-4	-1.0	-0.2	1
COc1ccc(C(=O)/C=C/c2ccc(OCc3ccccc3)cc2)cc1CSCC(=O)O	4	-3	-1.7	-1	i	29	8.6	-1.2	-2
c1cnc2cc(-c3ccsc3)ncc2c1	nt	5	nt	-10	-2.2	3	0.6	-0.4	-9
CCn1c(C)c(/C=N/Nc2nc3ccccc3s2)c2ccccc21	4	nt	nt	0	i	-20	-1.6	-1.3	-4
COc1ccc(S(=O)(=O)N2CCC(C(=O)Nc3ccccc3C)CC2)c2cccnc12	4	-17	nt	-15	-0.7	8	0.5	-1.5	-9
Cc1ccc(C(=O)NCC2CCCN2S(=O)(=O)c2cccs2)cc1C (stereo not given)	nt	-3	0.8	4	i	25	1.0	-6.8	-3
COc1ccc(CCNC(=O)COC(=O)Cc2ccccc2)cc1	1	-3	nt	7	-1.3	5	7.5	-1.9	0
CCC1CN(C(=O)N2CCC(C(=O)NCCc3ccc(OC)cc3OC)CC2)c2ccccc2O1 (stereo not given)	-1	-6	2.3	0	i	36	-1.0	0.4	-1
COc1ccccc1COCC(O)CNCC1(N2CCCCC2)CCCCC1 (stereo not given)	-2	-10	nt	-4	-2.9	7	0.3	0.5	-5
Fc1cccc(F)c1CSc1nc2ccccc2[nH]1	-2	-8	nt	-8	-0.3	-4	0.3	-2.6	-12
CCOC(=O)C1(CCOc2ccccc2)CCN(Cc2ccncc2)CC1	-3	-10	1.8	-1	-0.1	27	1.4	-0.4	0
COc1ccc(NS(=O)(=O)c2ccc(C)c(NC(=O)NC3CCCCC3)c2)cc1	9	6	nt	5	-0.4	-5	-0.5	0.2	1
COc1cccc2sc(NC(=O)c3ccc(Br)s3)nc12	-2	-6	nt	5	-1.1	-15	0.6	0.0	-1
CN(C)c1nc(N)nc(CSc2nc3c(c(=O)n(C)c(=O)n3C)n2Cc2ccccc2F)n1	-1	-4	0.6	5	-0.1	4	0.6	-0.6	-1
COc1cc(CNC(C)c2ccccc2)cc(Br)c1OCc1ccccc1 (stereo not given)	-1	-70	2.8	9	i	20	1.2	-1.1	-9
O=C(NC12CC3CC(CC(C3)C1)C2)C1CC(=O)N(c2ccccc2)C1 (stereo not given)	2	-9	nt	1	i	6	0.1	0.5	0
Cc1ccc2c(c1)N(CC(=O)NCc1cccs1)C(=O)CO2	3	-3	nt	0	-1.4	1	0.4	-0.9	-1
COc1cccc(OCCCn2cc(/C=C3/C(=N)N4C=C(C)SC4=NC3=O)c3ccccc32)c1	-6	-1	0.7	3	-0.4	5	0.6	50*	5
COc1ccc(CNC(=O)COC(=O)/C=C/c2cccc(Br)c2)cc1OC	2	-12	2.3	-13	-0.9	29	-0.5	-0.8	-5
CC(=O)Nc1ccccc1NC(=O)CN(C)S(=O)(=O)c1ccc(C)cc1	-2	-8	nt	6	-0.5	6	-1.0	-0.1	5
CC(C)/C=N\NC(=O)CCCCC(=O)N/N=C/C(C)C	-3	nt	1.3	-2	-0.3	-8	0.3	0.3	-1
CCOc1cccc(C2C(C#N)=C(N)Oc3cc(C)oc(=O)c32)c1OCC (stereo not given)	-2	-7	nt	0	i	-3	-1.5	-0.4	1
COCc1cc(Sc2ccc(Br)cc2)nc(-c2ccccc2)n1	-4	6	nt	5	-2.8	17	-0.4	0.4	-4
O=C(CNC(=O)c1cncc(Br)c1)Nc1ccc(F)c(F)c1F	2	-2	1.2	2	-1.2	1	1.1	-2.0	4
CC(C)[C@H]1COCCS(=O)(=O)N1Cc1ccccc1-c1ccccc1	nt	8	2.9	-1	1.0	15	1.3	-0.1	-1
O=C(O)c1cccc(N2C(=O)CSC2=S)c1	0	6&-8	0.2	3	0.8	0	-0.3	-0.1	-10
O=C(COC(=O)c1ccc(CO)cc1)Nc1ccc(OC(F)F)cc1	5	-4	0.2	-3	i	10	0.4	0.5	-3
CCOC(=O)C1CCCN(C(=O)c2cc(-c3cccs3)oc2C)CC1 (stereo not given)	nt	nt	-2.1	-4	i	8	nt	-0.1	1
COc1ccc(C(=O)N(NC(=O)Oc2ccccc2)C(C)(C)C)cc1	0	-10	nt	8	i	-6	-0.5	0.0	-1
CC(C)Oc1ccc(C(=O)Nc2ccc(Cl)c(S(=O)(=O)Nc3ccc(Cl)cc3)c2)cc1	5	-6	nt	12	-0.6	-10	0.1	0.4	6
O=C(NCC(=O)N(Cc1ccco1)C(C(=O)NC1CCCC1)c1cccnc1)c1ccco1 (stereo not given)	-4	-10	nt	0	-3.2	3	-0.1	-0.1	3
COc1ccc(-c2nc(CS(=O)CC(=O)NC3CCC(C)CC3)c(C)o2)cc1OC (stereo not given)	4	5	0.7	0	i	25	1.0	0.1	-2
COc1cc2c(cc1O)C[C@H]1c3c(cc(O)c(OC)c3-2)CCN1C	nt	22	-11	-13	i	-5	1.2	-1.3	-10
CSCCC1C(C#N)=C(N)Oc2n[nH]c(-c3cccs3)c21 (stereo not given)	-4	-6	nt	-4	i	1	0.1	0.4	-2
COC(=O)Cc1c(C)c2ccc(OCC(C)=O)c(C)c2oc1=O	-1	-17	nt	7	-0.3	-10	0.8	0.2	-2
COc1cc2c(cc1OC)CN(C(=O)CSc1nnc(C)s1)CC2	2	11	nt	0	0.6	-6	-1.4	-0.2	1
O=C1c2cccc(-c3ccc(C(F)(F)F)cc3)c2C2CCCCN12 (stereo not given)	nt	nt	2.5	7	nt	nt	nt	-0.1	-4
Cc1nn(CCO)c2c1C(=O)CCC2	-1	2	nt	-8	i	0	-0.7	0.6	0
O=C(NC1CCCCC1)C(c1ccc(F)cc1)N(Cc1ccccc1)C(=O)CN1C(=O)c2ccccc2S1(=O)=O (stereo not given)	-1	-10	nt	-5	-0.2	-2	-0.5	-0.1	2
CS(=O)(=O)N(CC(=O)NCCC1=CCCCC1)c1cccc([N+](=O)[O-])c1	4	12	-2.2	-6	-0.4	14	-1.9	0.6	-3
Cc1cccc(NS(=O)(=O)c2cc(C(=O)N3CCc4ccccc4C3)ccc2Cl)c1C	0	0	nt	6	-10	21	9.5	-0.8	-3
O=C(N=C1SC2CS(=O)(=O)CC2N1Cc1ccc(F)cc1)C1CCCO1 (stereo not given)	1	-9	1.1	-2	i	-5	-0.5	-0.5	1
COc1ccc(NC2CCCN(C(=O)CCOc3ccccc3)C2)cc1 (stereo not given)	2	8	6.2	7	i	11	1.7	-0.2	2
Cc1ccccc1C(=O)N/C(=C/c1ccc(-c2cccnc2Cl)o1)C(=O)NCCCN1CCN(C)CC1	-2	-13	nt	-4	i	-13	-0.7	-0.5	0
O=C(NNS(=O)(=O)c1ccccc1)c1ccncc1	6	-19	nt	2	-0.2	3	-0.1	-0.3	-4
COc1ccc(/C=C2\SC(=O)N(CC(=O)NNC(=O)c3ccccc3O)C2=O)cc1OC	0	8	nt	-22	3.4	2	?	0.2	-1
COc1ccc2[nH]cc(CCNS(=O)(=O)c3ccc(NC(C)=O)cc3)c2c1	1	-4	0.4	6	-0.4	-15	-1.2	0.0	-5
N/C(=N\OC(=O)Cc1ccc([N+](=O)[O-])cc1)c1cccc(Br)c1	2	nt	0.1	-1	1.6	-12	2.5	-0.7	-7
CCOc1cccc2sc(N(CCN(C)C)C(=O)c3ccc4c(c3)OCCO4)nc12	-3	3&9	0.4	-5	-0.1	14	0.6	2.6	-3
Cn1c(-c2ccccc2Br)n[nH]c1=S	-4	2	nt	-1	6.6	-1	-1.3	-0.2	-4
CSCCC(NC(=O)COc1ccccc1)C(=O)OCC(=O)c1cc2ccccc2o1 (stereo not given)	-6	-7	nt	2	1.3	-2	-1.3	0.8	1

An excerpt of these results, as comma-separated lines.
SMILES,SARS 3CLpro inh,PriA SSB inh,TcdB inh,PrPC TRFRET,BH1578 lux ind,Y pestis TopoI,PfHsp40 rescue,BoNT-A LC inh2,Anthrax LF prot
COc1cc2c(cc1OC)CN(C(=O)CSc1nnc(C)s1)CC2,2,11,nt,0,0.6,-6,-1.4,-0.2,1
O=C1c2cccc(-c3ccc(C(F)(F)F)cc3)c2C2CCCCN12 (stereo not given),nt,nt,2.5,7,nt,nt,nt,-0.1,-4
Cc1nn(CCO)c2c1C(=O)CCC2,-1,2,nt,-8,i,0,-0.7,0.6,0
O=C(NC1CCCCC1)C(c1ccc(F)cc1)N(Cc1ccccc1)C(=O)CN1C(=O)c2ccccc2S1(=O)=O (stereo not given),-1,-10,nt,-5,-0.2,-2,-0.5,-0.1,2
CS(=O)(=O)N(CC(=O)NCCC1=CCCCC1)c1cccc([N+](=O)[O-])c1,4,12,-2.2,-6,-0.4,14,-1.9,0.6,-3
Cc1cccc(NS(=O)(=O)c2cc(C(=O)N3CCc4ccccc4C3)ccc2Cl)c1C,0,0,nt,6,-10,21,9.5,-0.8,-3
O=C(N=C1SC2CS(=O)(=O)CC2N1Cc1ccc(F)cc1)C1CCCO1 (stereo not given),1,-9,1.1,-2,i,-5,-0.5,-0.5,1
COc1ccc(NC2CCCN(C(=O)CCOc3ccccc3)C2)cc1 (stereo not given),2,8,6.2,7,i,11,1.7,-0.2,2
Cc1ccccc1C(=O)N/C(=C/c1ccc(-c2cccnc2Cl)o1)C(=O)NCCCN1CCN(C)CC1,-2,-13,nt,-4,i,-13,-0.7,-0.5,0
O=C(NNS(=O)(=O)c1ccccc1)c1ccncc1,6,-19,nt,2,-0.2,3,-0.1,-0.3,-4
COc1ccc(/C=C2\SC(=O)N(CC(=O)NNC(=O)c3ccccc3O)C2=O)cc1OC,0,8,nt,-22,3.4,2,?,0.2,-1
COc1ccc2[nH]cc(CCNS(=O)(=O)c3ccc(NC(C)=O)cc3)c2c1,1,-4,0.4,6,-0.4,-15,-1.2,0.0,-5
N/C(=N\OC(=O)Cc1ccc([N+](=O)[O-])cc1)c1cccc(Br)c1,2,nt,0.1,-1,1.6,-12,2.5,-0.7,-7
CCOc1cccc2sc(N(CCN(C)C)C(=O)c3ccc4c(c3)OCCO4)nc12,-3,3&9,0.4,-5,-0.1,14,0.6,2.6,-3
Cn1c(-c2ccccc2Br)n[nH]c1=S,-4,2,nt,-1,6.6,-1,-1.3,-0.2,-4
CSCCC(NC(=O)COc1ccccc1)C(=O)OCC(=O)c1cc2ccccc2o1 (stereo not given),-6,-7,nt,2,1.3,-2,-1.3,0.8,1

This is a subset; rates above refer to the full screens.
